Y pestis TopoI = inhibitors of Yersinia pestis topoisomerase I | Y. pestis Topo-I cleavage product accumulation, plate reader | activity, % at 10 µM | 360,000 tested, 0.064% active | AID 504884; in the data active means activity above about 50%, passing the limit was not always enough; further: inactives centre near 2
Anthrax LF prot = anthrax lethal factor protease inhibition; multiplex microsphere protease cleavage assay, LF; 360,000 tested, 0.12% active; AID 588501; inhibition, % at 10 µM; further: plate controls were buffer without enzyme for full effect and enzyme alone for no effect
Target sequence (P15917 whole entry, looked up): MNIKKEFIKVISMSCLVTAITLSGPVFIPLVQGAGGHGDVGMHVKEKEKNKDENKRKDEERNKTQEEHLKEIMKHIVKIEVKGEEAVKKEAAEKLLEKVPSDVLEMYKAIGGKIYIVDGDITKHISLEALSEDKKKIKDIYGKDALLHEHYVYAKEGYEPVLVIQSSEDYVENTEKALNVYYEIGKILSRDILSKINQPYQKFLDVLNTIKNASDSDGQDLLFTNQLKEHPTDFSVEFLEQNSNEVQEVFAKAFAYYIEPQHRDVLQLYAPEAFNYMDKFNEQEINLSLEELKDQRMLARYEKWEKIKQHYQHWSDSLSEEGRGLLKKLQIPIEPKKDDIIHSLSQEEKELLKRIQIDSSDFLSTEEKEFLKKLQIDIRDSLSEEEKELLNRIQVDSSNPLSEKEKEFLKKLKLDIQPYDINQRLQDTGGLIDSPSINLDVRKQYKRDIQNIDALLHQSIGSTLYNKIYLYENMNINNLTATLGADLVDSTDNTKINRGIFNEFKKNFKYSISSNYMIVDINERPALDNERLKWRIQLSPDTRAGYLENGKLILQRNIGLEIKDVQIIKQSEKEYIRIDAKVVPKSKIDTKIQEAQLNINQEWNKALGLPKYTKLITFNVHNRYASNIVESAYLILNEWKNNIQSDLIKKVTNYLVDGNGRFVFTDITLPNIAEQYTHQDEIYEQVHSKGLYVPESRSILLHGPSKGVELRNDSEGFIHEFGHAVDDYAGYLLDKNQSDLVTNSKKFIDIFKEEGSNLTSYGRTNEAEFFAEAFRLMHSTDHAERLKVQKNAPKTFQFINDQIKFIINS
SARS 3CLpro inh = SARS-CoV 3CLpro protease inhibition. recombinant SARS-CoV 3CLpro, quenched FRET peptide cleavage. inhibition, % at 6 µM. 290,000 tested, 0.14% active; in the data active means inhibition above about 12%
CCHF vOTU inh = blocks the CCHF virus ovarian tumor domain protease; 370,000 tested, 0.55% active; inhibition, % at 11.5 µM; AID 651958; CCHFV vOTU protease, Pep-AMC fluorescence; in the data active means inhibition above about 30%; further: 0% = vehicle wells with enzyme and 100% = no enzyme wells
TcdB GH inh = blocks C. difficile toxin B glycohydrolase activity; 350,000 tested, 0.24% active; inhibition, % at 9.99 µM; TcdB glycohydrolase enzymatic assay, plate reader; AID 652162; P18177; in the data active means inhibition above about 10%
BoNT-A LC inh2 = inhibitors of Botulinum neurotoxin A light chain protease; multiplex microsphere protease substrate cleavage, flow cytometry; inhibition, % at 10 µM; 360,000 tested, 0.17% active; AID 588499; further: plate controls were buffer without enzyme for full effect and enzyme alone for no effect
PriA SSB inh = blocks PriA binding to SSB C-terminal tail; AlphaScreen SSBct-PriA binding, biotinylated peptide; 430,000 tested, 0.6% active; inhibition, % at 33 µM; in the data active means inhibition mostly above about 37%, no sharp cut-off; inactive means mostly below about 20%;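 further: plate controls were negative control peptide for no effect and reference peptide for full effect; strong numbers were not always called active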
PfHsp40 rescue = restores yeast growth despite PfHsp40 toxicity. S. cerevisiae expressing PfHsp40, growth rescue, ATP luminescence. growth rescue, % at 12.5 µM. 340,000 tested, 0.68% active; in the data active means growth rescue above about 28%, passing the limit was not always enough;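 further: yeast W303a lacking pdr1 and pdr3 grown in galactose medium; growth measured after three days at 30 °C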
BH1578 lux ind = induces V. cholerae light production without autoinducers; V. cholerae BH1578 lux reporter, luminescence, 6 h; activation, % at 18.7 µM; 350,000 tested, 0.16% active; AID 588436; in the data active means activation mostly above about 9.7%, no sharp cut-off; further: not every result past the cut was called active; inactives centre near 0; reference of the scale not given here
DUSP3 inh = blocks human VHR1 dual specificity phosphatase; AID 1654; inhibition, % at 13.3 µM; P51452; 290,000 tested, 0.52% active; recombinant VHR phosphatase, pNPP absorbance; in the data active means inhibition above about 50%; further: some compounds called inactive have numbers as strong as hits
Target sequence (P51452 whole entry, looked up): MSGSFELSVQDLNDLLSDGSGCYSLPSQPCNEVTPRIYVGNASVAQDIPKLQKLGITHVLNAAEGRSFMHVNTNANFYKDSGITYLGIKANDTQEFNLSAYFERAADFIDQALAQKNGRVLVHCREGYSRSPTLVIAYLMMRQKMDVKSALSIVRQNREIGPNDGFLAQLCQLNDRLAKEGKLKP
An asterisk follows results filed as active; i = inactive; x = no result given. Unless noted, no stated cut-off is given here; in the data, active means inhibition above about 30%; inconclusive means no clear call, values can overlap the other calls; inactive means below that. This is a subset; rates above refer to the full screens.

SMILES	Y pestis TopoI	Anthrax LF prot	SARS 3CLpro inh	CCHF vOTU inh	TcdB GH inh	BoNT-A LC inh2	PriA SSB inh	PfHsp40 rescue	BH1578 lux ind	DUSP3 inh
CC(C)C(=O)N1CCC2(CC1)Oc1ccc(Cl)cc1C(=O)C21CC(c2ccc(Cl)cc2)=NO1 (configuration not stated)	16.0	-2.0	x	8.2	0.4	0.8	1.2	-0.8	i	7.3
O=[N+]([O-])c1ccc(-c2ccc(/C=N/O)o2)cc1	-11.1	3.8	0.1	14.6	-0.2	0.8	i	x	i	17.2
Cc1ccc([C@H]2C(C(=O)O)=CC[C@@H](c3ccc(Cl)c(Cl)c3)N2S(=O)(=O)c2ccc(C)cc2)cc1	25.0	-4.4	x	39.5*	-0.4	-0.1	7.3	3.7	i	x
CC(=C/c1ccco1)/C=N/NC(=O)Cc1cccn1C	7.0	-2.6	0.8	6.2	0.1	-0.2	x	2.1	-0.2	12.6
Cc1cccc(-n2c(Cc3cc(=O)[nH]c(=O)[nH]3)nnc2SCC(=O)N2CCCCC2)c1	3.7	-2.9	-3.5	-3.7	-0.3	-0.1	0.7	1.1	i	17.0
Cc1ccc(N2CCN(C(=O)c3ccccc3NC(=O)c3ccccc3C(=O)O)CC2)cc1	-5.0	0.0	1.8	2.2	0.9	-1.7	8.8	1.1	-0.3	-14.3
COc1ccc([C@H]2N[C@]3(CCCN(Cc4cccn4C)C3=O)[C@H]3C(=O)N(Cc4ccccc4)C(=O)[C@@H]23)cc1	23.0	0.4	x	-5.8	0.2	1.5	x	x	-1.1	x
O=C(c1cnc(Cc2c[nH]c3ccccc23)c(I)c1)N1CCOCC1	14.4	0.5	x	-3.0	1.2	0.5	x	x	-0.4	x
CC1C[C@@]2(NC(=O)NC2=O)C(C)CN1C (some centres not stated)	1.9	8.2	-3.5	5.7	x	0.6	-2.9	2.0	x	17.6
Cn1c([N+](=O)[O-])cnc1N1CCN(c2nncs2)C1=O	0.9	1.6	1.2	0.1	1.6	-1.5	-6.5	-0.1	-0.3	26.9
CC1=CCC(C(=O)O)C(C(=O)NC2CCCCC2)C1 (configuration not stated)	0.0	-4.1	-0.7	6.9	1.4	-2.5	-3.2	-0.7	-0.5	2.1
COc1ncnc2c1ncn2CCCNCc1ccco1	1.0	3.4	x	-4.8	1.4	0.1	x	x	-0.5	x
CCOc1ccc(CCNC(=O)c2cc(C)nc3ccccc23)cc1OCC	9.9	-6.0	3.4	-6.7	1.4	0.2	-4.0	-0.9	-5.9	22.1
O=[N+]([O-])c1cccc(NC2=NCCC2)c1	-2.1	1.2	1.2	-7.4	-0.3	0.6	-5.4	-1.6	-0.5	17.5
Cc1cccn2c(=O)c3c(nc12)N1CCC(Cc2ccccc2)CC1C1(C3)C(=O)N(C)C(=O)N(C)C1=O (configuration not stated)	37.3	-6.1	2.6	-4.1	x	-0.2	8.3	1.3	0.3	10.9
CCOC(=O)N1CCC(NC(=O)C2CCN(C(=O)N3CC(C)Oc4ccc(C)cc43)CC2)CC1 (configuration not stated)	9.5	0.1	0.8	-5.8	x	0.3	-9.9	0.6	7.6*	3.6
C/C(=N\NC(=O)c1cccc(S(=O)(=O)N2CCOCC2)c1)c1ccc(C)cc1	-7.2	1.6	x	20.2	-5.6	0.3	x	0.6	-0.6	x
CC(=O)OC1CCC(OC(C)=O)c2c1n([O-])c(C)c(C)[n+]2=O (configuration not stated)	-7.0	1.7	4.7	3.0	x	0.3	-25.4	-0.7	i	27.0
CC(C#N)(Nc1ccc(Cl)cc1)c1cccnc1 (configuration not stated)	7.9	-2.0	1.5	5.2	x	-0.4	-0.2	0.0	-1.5	-9.9
CCc1cccc(C)c1NC(=S)NCc1cccn1C	1.7	-1.0	1.4	19.1	x	1.1	-5.5	-1.2	-0.3	9.6
C[C@@H](C(=O)N[C@@H](Cc1c[nH]c2ccccc12)C(=O)O)n1nnc2ccccc2c1=O	-2.9	-0.1	0.5	-0.4	-0.8	-0.6	-15.3	1.8	-0.5	11.2
NC(=O)CN1CCN(C2CC(=O)N(CCc3ccccc3)C2=O)CC1 (configuration not stated)	1.0	-10.3	3.5	-6.9	-0.8	0.4	-4.1	-0.7	-0.2	12.1
CCN1CCN(C(=O)c2cc3c(s2)-c2ccccc2S(=O)(=O)C3)CC1	4.1	-2.8	5.1	11.9	2.1	-0.9	0.7	0.3	x	15.1
COCCN1CC(C(=O)NCCc2nc(C)c(C)s2)CCC1=O (configuration not stated)	2.6	-1.6	-0.6	3.5	2.1	-0.4	0.6	-0.2	-0.9	-5.0
Cc1csc(SCCn2c(Br)nc3c2c(=O)[nH]c(=O)n3C)n1	3.6	-13.2	-3.4	5.3	0.8	0.0	3.1	-1.3	3.1	12.0

9 compounds already listed, sorted by number of heavy atoms, ascending:
SMILES	Y pestis TopoI	Anthrax LF prot	SARS 3CLpro inh	CCHF vOTU inh	TcdB GH inh	BoNT-A LC inh2	PriA SSB inh	PfHsp40 rescue	BH1578 lux ind	DUSP3 inh
O=[N+]([O-])c1cccc(NC2=NCCC2)c1	-2.1	1.2	1.2	-7.4	-0.3	0.6	-5.4	-1.6	-0.5	17.5
CC1=CCC(C(=O)O)C(C(=O)NC2CCCCC2)C1 (configuration not stated)	0.0	-4.1	-0.7	6.9	1.4	-2.5	-3.2	-0.7	-0.5	2.1
NC(=O)CN1CCN(C2CC(=O)N(CCc3ccccc3)C2=O)CC1 (configuration not stated)	1.0	-10.3	3.5	-6.9	-0.8	0.4	-4.1	-0.7	-0.2	12.1
CCOc1ccc(CCNC(=O)c2cc(C)nc3ccccc23)cc1OCC	9.9	-6.0	3.4	-6.7	1.4	0.2	-4.0	-0.9	-5.9	22.1
C[C@@H](C(=O)N[C@@H](Cc1c[nH]c2ccccc12)C(=O)O)n1nnc2ccccc2c1=O	-2.9	-0.1	0.5	-0.4	-0.8	-0.6	-15.3	1.8	-0.5	11.2
CC(C)C(=O)N1CCC2(CC1)Oc1ccc(Cl)cc1C(=O)C21CC(c2ccc(Cl)cc2)=NO1 (configuration not stated)	16.0	-2.0	x	8.2	0.4	0.8	1.2	-0.8	i	7.3
CCOC(=O)N1CCC(NC(=O)C2CCN(C(=O)N3CC(C)Oc4ccc(C)cc43)CC2)CC1 (configuration not stated)	9.5	0.1	0.8	-5.8	x	0.3	-9.9	0.6	7.6*	3.6
Cc1cccn2c(=O)c3c(nc12)N1CCC(Cc2ccccc2)CC1C1(C3)C(=O)N(C)C(=O)N(C)C1=O (configuration not stated)	37.3	-6.1	2.6	-4.1	x	-0.2	8.3	1.3	0.3	10.9
COc1ccc([C@H]2N[C@]3(CCCN(Cc4cccn4C)C3=O)[C@H]3C(=O)N(Cc4ccccc4)C(=O)[C@@H]23)cc1	23.0	0.4	x	-5.8	0.2	1.5	x	x	-1.1	x

Additional structures follow.
SMILES	Y pestis TopoI	Anthrax LF prot	SARS 3CLpro inh	CCHF vOTU inh	TcdB GH inh	BoNT-A LC inh2	PriA SSB inh	PfHsp40 rescue	BH1578 lux ind	DUSP3 inh
Cc1ncc(CN2CCN(Cc3ccc(F)cc3)C(CCO)C2)s1 (configuration not stated)	6.8	-3.2	-0.4	7.5	0.8	-0.3	-2.4	4.0	-0.2	21.7
CCN1C(=S)SC(=O)C1=C1C=C(C)OC(C)=C1	-0.8	-1.3	2.1	1.8	x	0.3	-11.1	-1.1	6.2	-9.1
COCCOC(=O)c1c(C)oc2ccc(OC(=O)c3c(OC)cccc3OC)cc12	4.2	-0.4	0.3	-8.0	x	-1.1	-2.7	1.6	9.1	9.1
CC(=O)NCc1ccc(-c2csc(-c3cccs3)n2)cc1	3.3	-0.8	-4.5	15.1	-0.8	-0.4	12.4	3.7	-0.7	20.3
CC(C)c1ccc(NC2CCCN(C(=O)CCN3CCCO3)C2)cc1 (configuration not stated)	-6.8	-2.7	-1.5	0.1	-0.4	-0.7	-1.7	-1.1	i	14.0
CCC(C)(C)NC(=O)C(c1ccc(F)cc1)N(Cc1ccc(OC)cc1)C(=O)c1cnccn1 (configuration not stated)	7.6	-5.6	1.8	-15.7	1.9	-0.7	-17.2	-0.5	15.5	16.5
CCOc1ccc(OCC)c(NS(=O)(=O)c2ccc3c(c2)CCN3C(=O)C2CCC2)c1	18.3	-1.5	0.8	-2.1	0.5	-0.6	-10.3	-1.8	-0.4	2.4
Cc1ccc(C)c(Nc2cc(C)nc3ccccc23)c1	10.4	-3.2	x	-3.0	1.4	-3.2	-2.8	-0.5	-0.9	x
N#CC1=C(N)N(c2ccc(F)cc2)C2=C(C1c1ccc(O)cc1)S(=O)(=O)CC2 (configuration not stated)	3.0	1.7	3.0	5.3	-27.5	4.5	10.2	-0.2	i	6.3
COc1cccc(NC(=O)c2cccc(N3C(=O)C4CCC(C)CC4C3=O)c2)c1 (configuration not stated)	2.3	-2.6	-1.7	2.8	-1.6	-4.9	-8.0	2.6	i	18.5
CN(C(=O)CSc1ncnc2sc(-c3ccccc3)cc12)C1CCS(=O)(=O)C1 (configuration not stated)	-2.7	-2.2	3.4	-1.1	x	1.3	-1.8	-0.2	-2.3	12.1
Cc1c(NC(=O)Nc2cc(Cl)ccc2Cl)c(=O)n(-c2ccccc2)n1C	4.0	1.8	0.7	0.4	3.0	-2.1	-0.4	-0.1	i	7.4
CSCCC(NS(=O)(=O)c1ccc(Br)cc1)C(=O)OCC(=O)NC1CC1 (configuration not stated)	3.2	-7.4	-0.8	-9.7	-0.5	-0.5	3.0	-0.3	3.0	12.5
CC1CC(C)(C)NC(=S)N1CC(=O)N1CCN(Cc2ccccc2)CC1 (configuration not stated)	0.5	-3.6	-0.4	-17.2	3.4	-1.8	-7.6	0.5	i	11.9
COc1ccc(C(=O)/C=C/Nc2ccc(S(N)(=O)=O)cc2)cc1OC	-8.0	-8.0	2.3	4.5	-0.5	0.3	-13.5	1.2	-0.3	21.0
CC(C)CCNc1nc2c(c(=O)n(Cc3cccc(F)c3)c(=O)n2C)n1C	-2.5	-6.2	-0.7	21.9	x	-0.8	1.7	12.7	i	4.3
CCOc1ccc(C2=Nn3c(nnc3-c3ccccc3)SC2)cc1Cl	5.0	-9.7	2.1	0.4	x	0.4	-3.2	0.8	-0.4	18.9
O=C(Nc1ccccc1)c1ccc2c(c1)OCCO2	0.8	2.9	6.2	-4.0	x	-1.2	-18.3	0.5	i	31.1
CC(=O)c1ccc(S(=O)c2ccccc2)cc1 (configuration not stated)	1.7	-1.3	-6.6	7.3	x	0.3	5.6	-0.9	-0.4	5.4
CCC(C)N(C(=O)COC(=O)c1nc(Cl)ccc1Cl)C1CCS(=O)(=O)C1 (configuration not stated)	-8.5	1.8	x	1.4	-1.8	-2.5	25.5	0.6	-5.0	x
CCN(CC(=O)Nc1ccc(OC)cc1)CC(=O)Nc1ccc(Br)cc1F	12.1	-0.5	0.1	-4.2	0.9	-0.6	-2.4	-0.9	-0.2	26.2
CCOc1ccccc1N1CCN(C(=O)c2c(Cl)cnn2C)CC1	-0.4	-0.4	0.1	6.9	1.2	-2.9	-2.9	-0.5	0.2	14.0
CCN(CC(=O)Nc1ccc(C#N)cc1)CC(=O)Nc1ccc2c(c1)OCCO2	-0.7	1.3	x	4.9	4.4	-0.1	x	x	0.8	x
O=C1NC2C(NC(=O)N2C2CCCCC2)N1C1CCCCC1 (configuration not stated)	2.6	-2.2	-3.3	2.2	-0.7	0.1	1.9	-0.8	x	13.1
COC(=O)C1=C(C)NC2=C(C(=O)CC(c3cccs3)C2)C1c1ccsc1 (configuration not stated)	1.5	0.1	-6.1	3.2	x	2.2	-11.4	0.9	i	42.1
CCOC(=O)N1CCC(N2C(=O)c3ccc(C(=O)Nc4ccc(OC)cc4)cc3C2=O)CC1	-1.6	-0.8	-2.4	0.2	1.6	-0.9	4.8	-1.0	0.0	-3.6
C=CCOc1ccc(-c2nc3c(c(=O)[nH]c(=O)n3CCCC)n2C)cc1Br	7.2	-0.1	0.1	5.6	0.1	-1.1	-15.2	-0.1	-2.1	6.7
CN(C)S(=O)(=O)c1ccc(C(=O)NCC(=O)N/N=C/c2ccccc2Cl)cc1	-4.8	0.3	3.3	-2.3	1.3	-0.4	x	-1.7	0.1	15.1
O=C1CC(N2CCSCC2)C(=O)N1c1ccccc1 (configuration not stated)	-1.7	-1.1	-0.6	-8.9	0.9	-0.9	-10.8	-0.5	1.0	18.2
